Source: PubChem
D2 antag – D2 dopamine receptor (human) antagonism; AID 485344; P14416; hit rate 2% among 340,000; HEK293 TREx D2 cells, calcium flux, dopamine EC80; inhibition, % at 10 µM; in the data active = inhibition above about 30%; also: 0% is about no effect
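Compounds are added to dye-loaded, induced HEK293 T-REx cells coupled to calcium release via D2; after a 3 min kinetic read an EC80 dopamine stimulus is given and fluorescence is recorded for 3 more min.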
D2 ag – activates the human D2 dopamine receptor | P14416 | HEK293 T-REx D2 cells, calcium flux agonist mode | activation, % at 2 µM | hit rate 0.53% among 340,000 | AID 485358;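 active = activation over 3 SD above normal in the single-dose calcium agonist read, cut at about 30% in these data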; also: 0% is about no effect
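Agonism scored from kinetic calcium signal (1 read/sec, 180 s) following compound pin transfer, after a 10 s baseline. Cells: HEK293 Trex line expressing inducible D2 receptor coupled to calcium, dye-loaded after overnight culture at 30 C.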
D1 agonist – agonists of human D1 dopamine receptor; P21728; HEK293 T-REx D1 cells, calcium flux, agonist mode; activation, % at 2 µM; hit rate 1% among 360,000; AID 504660; in the data active = activation above about 30%; also: 0% is about no effect
Target sequence (P21728 whole entry, looked up): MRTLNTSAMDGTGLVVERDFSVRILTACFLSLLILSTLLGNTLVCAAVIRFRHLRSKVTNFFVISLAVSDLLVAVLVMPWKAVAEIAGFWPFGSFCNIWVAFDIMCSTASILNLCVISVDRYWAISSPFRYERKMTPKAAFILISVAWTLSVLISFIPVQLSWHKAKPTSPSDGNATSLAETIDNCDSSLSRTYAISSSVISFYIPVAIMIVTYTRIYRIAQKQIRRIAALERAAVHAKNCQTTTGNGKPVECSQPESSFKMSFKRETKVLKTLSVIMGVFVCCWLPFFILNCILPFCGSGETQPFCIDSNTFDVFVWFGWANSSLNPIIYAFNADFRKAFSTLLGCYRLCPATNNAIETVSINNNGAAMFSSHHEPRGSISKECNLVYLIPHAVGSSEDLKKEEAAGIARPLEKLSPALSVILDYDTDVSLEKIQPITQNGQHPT
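Agonism was scored from calcium flux recorded over 180 s (1 read/s) after pintool compound addition, following a 10-cycle baseline. Cells were inducible force-coupled HEK293 TREx D1, plated overnight at 30 C and loaded with no-wash calcium dye.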
TRHR enhancer – TRH receptor (human) allosteric enhancement; TRHR cells, fluo-8 calcium fluorescence, EC20 TRH enhancement; P34981; hit rate 0.66% among 360,000; enhancement, % at 2 µM; in the data active = enhancement above about 30%; also: 0% is about no effect
Target sequence (P34981 whole entry, looked up): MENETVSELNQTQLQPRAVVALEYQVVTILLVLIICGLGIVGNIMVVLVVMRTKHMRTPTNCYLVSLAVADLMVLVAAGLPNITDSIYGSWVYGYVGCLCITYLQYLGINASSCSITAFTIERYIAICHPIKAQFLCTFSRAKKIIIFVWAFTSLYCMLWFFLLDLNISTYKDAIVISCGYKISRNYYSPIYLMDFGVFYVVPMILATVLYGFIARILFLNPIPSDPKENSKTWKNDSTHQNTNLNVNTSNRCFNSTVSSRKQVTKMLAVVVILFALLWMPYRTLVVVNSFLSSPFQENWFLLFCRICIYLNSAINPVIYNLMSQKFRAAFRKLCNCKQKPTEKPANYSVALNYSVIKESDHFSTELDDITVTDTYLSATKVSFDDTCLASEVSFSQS
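TRHR-expressing cells loaded with fluo-8 calcium dye were read kinetically (ex 480/em 530) during compound addition, then stimulated with an EC20 of TRH (10 nM final). Enhancement of the Gq-mediated intracellular calcium response was scored.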
RXFP1 ag – RXFP1 (human) receptor agonism. Q9HBX9. HEK293T-RXFP1 cAMP TR-FRET, 30 min; response scale: percent of porcine relaxin response, buffer zero. Potency, µM (highest dose often 57.5 µM), for the others: at the top dose activation, actives largely listed as activators. hit rate 0.3% among 370,000; active = well fitted activation curve with a large enough effect; also: potency is read from the fitted curve at half-maximal effect; % is scaled to controls: 0 for no effect and ±100 for the full control effect; nearly all actives have a fitted effect of over 60% in size; many of its hits are not listed in these tables
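HEK293 cells stably expressing RXFP1, treated 30 min at 37C with compounds plus PDE4 inhibitor Ro 20174; cAMP measured by HTRF TR-FRET. Normalized to buffer and 29 nM porcine relaxin; EC50 by Hill fit.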
D2 potentiator – D2 dopamine receptor (human) potentiation; AID 485347; hit rate 0.34% among 340,000; potentiation, % at 10 µM; P14416; HEK293 T-REx D2, calcium flux, EC20 dopamine potentiation;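 active = potentiation over 3 SD above the plate norm, cut at about 30% in these data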; also: 0% is about no effect
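Tetracycline-induced Hek293 Trex D2 cells, force-coupled to calcium, loaded with no-wash calcium dye. Compound added with 180 s kinetic read for agonism, then EC20 dopamine and a further 180 s read for potentiation.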
D1 antagonist – antagonists of human D1 dopamine receptor; P21728; HEK293 TREx D1 cells, calcium flux, dopamine EC80; active compounds read low; activity change, negative = inhibition, % at 10 µM; hit rate 3.2% among 360,000; AID 504652; in the data active = activity change below about -30%; also: % is scaled to controls: 0 for no effect and ±100 for the full control effect
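Using tetracycline-induced force-coupled D1 Hek293 cells and a calcium dye, signals were followed for 180 s after compound, then for 180 s after EC80 dopamine, to detect inhibitors.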
D1 PAM – human D1 dopamine receptor positive modulation | hit rate 0.036% among 360,000 | AID 504651 | P21728 | potentiation, % at 10 µM | HEK293 TREx D1 cells, calcium flux, dopamine EC20 potentiation; in the data active = potentiation above about 30%; also: 0% is about no effect
RXFP1 antag – blocks the human relaxin receptor RXFP1 | HEK293-RXFP1, relaxin-stimulated cAMP HTRF, 30 min; active compounds read low | hit rate 0.59% among 350,000 | Q9HBX9 | activity change, negative = inhibition, % at 57.5 µM;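 active = activity change of -60% or lower, but not beyond a set lower limit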; also: % is scaled to controls: 0 for no effect and ±100 for the full control effect
An asterisk follows results filed as active; nt = no result given. An excerpt; count on the stated rates, not on these rows.

SMILES	D2 antag	D2 ag	D1 agonist	TRHR enhancer	RXFP1 ag	D2 potentiator	D1 antagonist	D1 PAM	RXFP1 antag
COc1ccc(NC(=O)CCC(=O)N2CCCC2)c([N+](=O)[O-])c1	8	-0.2	3	4	-0.6%	1	-14	3	7
O=C(Cn1cnnn1)NC1CCCN(Cc2ccccc2F)C1 (stereo not drawn)	nt	nt	4	1	0.7%	nt	-3	-3	9
OC1(CN2CCOCC2)C2CN3CCN(C2)CC1(c1ccccc1)C3 (stereo not drawn)	9	0.2	1	-5	1.3%	-10	-1	-3	7
O=[N+]([O-])c1cccc(CN2CCN(c3ncccn3)CC2)c1	29	75*	4	-1	2.4%	-17	-7	24	-9
Cn1cccc1CC(=O)N/N=C/c1cccc2ccccc12	-3	0.8	7	1	-1.9%	3	-14	-3	-5
Cc1ccc(NC(=O)C2CCN(S(=O)(=O)c3ccc4ccccc4c3)CC2)nc1	-4	0.7	0	-2	-1.3%	3	-18	-5	-14
CN(C)C(=O)c1ccc(NC(=O)COC(=O)c2cc(S(=O)(=O)N(C)C)ccc2N2CCCC2)cc1	5	-0.6	1	10	0.4%	2	-3	-2	4
CC(=O)Nc1cccc(C(=O)OCC(=O)c2ccccc2Cl)c1	41*	1.5	3	-3	-1.8%	-2	-19	-6	-21
COc1ccccc1NC(=O)COC(=O)c1ccc2c(c1)OCCO2	5	0.2	8	0	15%	-7	5	-3	-1
CCC(NC(=O)CCc1nnc(-c2cc(C)on2)o1)C12CC3CC(CC(C3)C1)C2 (stereo not drawn)	6	0.5	3	0	1.3%	2	-4	4	-14
CCCOC(=O)/C=C/c1c(C)[nH]c(=O)[nH]c1=O	-13	-0.2	2	14	5.3%	-3	11	1	22
Cc1ccc(-c2ccc(=O)n(CC(=O)NCCN(C)C)n2)cc1	nt	nt	1	2	-2.0%	nt	-12	-2	-14
S=c1[nH]c(-c2ccccc2)cn1/N=C/c1ccc(Br)cc1	36*	0.3	4	-1	2.6%	-25	-11	-5	-33
COC(=O)C1=C(C)NC(C)=C(C(=O)OC)C1c1ccco1	4	-0.3	1	2	0.4%	18	5	-2	-2
Cc1cnc(C)c(N2CCN(Cc3nc(-c4ccc(C)o4)oc3C)CC2)n1	18	0.1	2	-2	0.2%	-4	-4	-1	-6
COCCN(C(=O)CCl)C(C(=O)NC1CCCCC1)c1ccccc1C (stereo not drawn)	12	-0.3	1	2	-0.6%	0	15	-3	nt
CC(CCc1ccccc1)NC(=O)CN(C)Cc1ccccc1F (stereo not drawn)	-8	0.1	2	-4	-0.5%	3	9	-4	14
CCOc1ccccc1Nc1nc(-c2sc(C)nc2C)cs1	-9	-0.1	0	-7	3.8%	8	-14	-3	-4
C/C(=N\Nc1ccc(Cl)cc1)c1ccncc1	-4	-0.6	1	5	2.3%	5	-2	-2	-10
NS(=O)(=O)c1ccc(NC(=S)NC(=O)c2ccc(Br)o2)cc1	16	0.5	2	-5	-0.2%	-7	8	-2	9
CCC(C)(C)n1nnnc1C(c1ccc2ncccc2c1)N1CCN(c2nc3ccccc3s2)CC1 (stereo not drawn)	nt	nt	1	0	-1.3%	7	2	2	9
CC(=O)Nc1ccc(NC(=O)CCc2c(C)nc3c(c(C)nn3-c3ccc(C)cc3)c2C)cc1	nt	-1.2	3	5	12%	9	13	-3	-3
O=C(NCCCCCCNC(=O)c1ccc(Br)s1)c1ccc(Br)s1	-3	0.6	2	-5	1.7%	-15	-13	-6	-2
CN(C)c1nc(-c2ccccc2)cc(C(F)(F)F)c1C#N	-8	0.1	3	21	0.2%	7	11	-8	-16
C=CCn1c(SCc2ccc(F)cc2)nc2c1c(=O)[nH]c(=O)n2C	-22	-1.6	1	-6	2.1%	-3	-12	nt	nt
CC(C)C(NS(=O)(=O)c1cccs1)C(=O)Nc1nc(C(C)(C)C)cs1 (stereo not drawn)	7	0.1	2	-2	-5.3%	21	5	-1	13
O=C(Nc1nc(-c2ccccc2)c(C(=O)c2ccccc2)s1)c1ccc(S(=O)(=O)N2CCCC2)cc1	-6	0.8	2	-4	0.2%	7	6	3	nt
CCc1c(C)c2ccc(OC3CCCCC3=O)cc2oc1=O (stereo not drawn)	-3	0.2	1	0	0.0%	11	2	-3	0
COc1ccc(NC(=O)C2CC(=O)N(CCc3ccc(F)cc3)C2)c(OC)c1 (stereo not drawn)	-7	-0.1	3	-2	-3.2%	-4	-4	1	13
CCN(CC)CCN1C(=O)c2oc3ccccc3c(=O)c2C1c1ccc(F)cc1 (stereo not drawn)	-23	0.5	4	-2	-3.1%	7	2	2	2
CCc1ccccc1OCC(=O)Nc1cc(S(=O)(=O)N(CC)CC)ccc1N1CCOCC1	13	0.8	3	4	2.8%	-13	-12	1	-8
CCCC(C(=O)NC1CCCCC1)N(CC1CCCO1)C(=O)CNS(=O)(=O)c1ccc(F)cc1 (stereo not drawn)	16	0.8	0	1	1.2%	-2	1	-2	-6
Cc1cnn(-c2ccc3nnc(-c4ccc(Br)cc4)n3n2)c1	nt	nt	1	-6	0.3%	nt	-8	-5	1
COC(=O)c1ccc2c(=O)n(CCN3CCOCC3)c(SCC(=O)c3ccccc3)nc2c1	3	1.1	1	1	0.6%	-2	-27	5	-7
Cc1ccc(NC(=O)c2ccco2)c([N+](=O)[O-])c1	-23	0.1	1	1	-0.9%	1	-2	5	-4
CC(Oc1cccc(Cl)c1)C(=O)Nc1ccccc1N1CCCC1 (stereo not drawn)	4	0.5	4	-5	0.1%	10	19	1	-33
Cc1ccccc1COC(=O)c1cc([N+](=O)[O-])ccc1N1CCOCC1	-2	-0.5	4	1	2.4%	1	-26	-3	4
O=C(NCCc1ccccc1)Oc1ccc(Cl)cc1	-9	3.6	2	7	-5.4%	-2	-2	3	5
Cc1cc(Cl)ccc1NC(=S)NCC(O)c1ccccc1 (stereo not drawn)	-9	-1.6	7	2	-3.7%	-3	8	4	-3
COC(=O)c1cccc(NC(=O)Cn2nnc3ccccc32)c1	9	0.2	5	-1	2.0%	-5	4	0	-4
COc1ccc(CC(=O)Nc2nc(-c3ccccc3)c(C(C)=O)s2)cc1OC	-6	-0.7	12	-3	5.7%	-2	-16	nt	4
COc1ccc(C(=O)c2coc3ccc(O)c(CN4CCCC4)c23)cc1	15	0.6	4	-9	1.6%	-5	2	-3	-2
CCc1cc(CNC(=O)CC2C(=O)NCCN2Cc2ccc(-c3ccccc3)cc2)on1 (stereo not drawn)	2	0.0	2	-1	1.4%	-6	2	-9	-12
O=C(N/N=C/c1cn(-c2cccs2)nc1-c1ccccc1)c1ccc(O)cc1	12	5.6	5	3	0.0%	-5	10	-2	-9
COc1ccccc1CC(=O)Nc1ccc(S(=O)(=O)N2CC(C)CC(C)C2)cc1 (stereo not drawn)	-3	0.4	4	-3	0.3%	6	1	-4	2
Cc1cc(C)nc(Nc2cccc(Cl)c2)n1	14	1.0	2	-3	-2.3%	1	6	-4	5
COCCCN1CN(Cc2ccco2)CNC1=S	3	0.5	1	0	2.6%	0	-11	-1	-4
Cc1nn(-c2ccccc2)c2sc(C(=O)NNC(=O)COc3ccccc3)cc12	-7	-0.6	1	-1	1.6%	-4	17	-4	2
Cc1ccc(C)c(NC(=O)CCc2nnc3ccc(NCc4ccco4)nn23)c1	2	0.2	3	0	3.1%	21	9	-1	8
C=CCn1c(COc2ccc(Cl)cc2)nnc1SCC(=O)N1CC(=O)Nc2ccccc21	-3	-0.3	1	-2	1.5%	25	13	-3	4
CCOC(=O)C(=NC1CCS(=O)(=O)C1)NNc1ccc(Br)cc1 (stereo not drawn)	-20	0.5	0	4	-0.1%	2	-13	0	-19
COc1ccccc1N1CCSC1C(N)=O (stereo not drawn)	-7	-1.4	-1	4	0.6%	6	8	2	1
COc1ccc(CCNC(=O)/C(C#N)=C2\N=C(NC(=O)c3cccs3)c3ccccc32)cc1	-4	0.7	0	-1	3.7%	-4	4	9	-6
Cc1ccc(C)c(C(=O)CCC(=O)NCc2ccc(Cl)cc2)c1	nt	nt	2	-2	2.4%	nt	-6	-4	4
COc1ccc(C)cc1N(C(=O)c1ccc(F)cc1)c1nc2ccccc2s1	-23	0.8	3	-15	0.1%	0	-3	-3	-25

Some of these compounds in order of formula weight, falling:
SMILES	D2 antag	D2 ag	D1 agonist	TRHR enhancer	RXFP1 ag	D2 potentiator	D1 antagonist	D1 PAM	RXFP1 antag
O=C(Nc1nc(-c2ccccc2)c(C(=O)c2ccccc2)s1)c1ccc(S(=O)(=O)N2CCCC2)cc1	-6	0.8	2	-4	0.2%	7	6	3	nt
CN(C)C(=O)c1ccc(NC(=O)COC(=O)c2cc(S(=O)(=O)N(C)C)ccc2N2CCCC2)cc1	5	-0.6	1	10	0.4%	2	-3	-2	4
CCC(C)(C)n1nnnc1C(c1ccc2ncccc2c1)N1CCN(c2nc3ccccc3s2)CC1 (stereo not drawn)	nt	nt	1	0	-1.3%	7	2	2	9
CCc1cc(CNC(=O)CC2C(=O)NCCN2Cc2ccc(-c3ccccc3)cc2)on1 (stereo not drawn)	2	0.0	2	-1	1.4%	-6	2	-9	-12
COc1ccc(C)cc1N(C(=O)c1ccc(F)cc1)c1nc2ccccc2s1	-23	0.8	3	-15	0.1%	0	-3	-3	-25
Cc1cnc(C)c(N2CCN(Cc3nc(-c4ccc(C)o4)oc3C)CC2)n1	18	0.1	2	-2	0.2%	-4	-4	-1	-6
CC(CCc1ccccc1)NC(=O)CN(C)Cc1ccccc1F (stereo not drawn)	-8	0.1	2	-4	-0.5%	3	9	-4	14
Cc1cc(Cl)ccc1NC(=S)NCC(O)c1ccccc1 (stereo not drawn)	-9	-1.6	7	2	-3.7%	-3	8	4	-3
Cc1ccc(-c2ccc(=O)n(CC(=O)NCCN(C)C)n2)cc1	nt	nt	1	2	-2.0%	nt	-12	-2	-14
COC(=O)c1cccc(NC(=O)Cn2nnc3ccccc32)c1	9	0.2	5	-1	2.0%	-5	4	0	-4
Cn1cccc1CC(=O)N/N=C/c1cccc2ccccc12	-3	0.8	7	1	-1.9%	3	-14	-3	-5
O=C(NCCc1ccccc1)Oc1ccc(Cl)cc1	-9	3.6	2	7	-5.4%	-2	-2	3	5
Cc1ccc(NC(=O)c2ccco2)c([N+](=O)[O-])c1	-23	0.1	1	1	-0.9%	1	-2	5	-4
COc1ccccc1N1CCSC1C(N)=O (stereo not drawn)	-7	-1.4	-1	4	0.6%	6	8	2	1
Cc1cc(C)nc(Nc2cccc(Cl)c2)n1	14	1.0	2	-3	-2.3%	1	6	-4	5
